# Assay outcomes from PubChem BioAssay.
# sPLA2-III inh – Inhibits HGIII-sPLA2 liposome hydrolysis, primary screen | Q9NZ20 | QFRET BODIPY PC-A2 liposome hydrolysis, fluorescence | inhibition, % at 12.2 µM | hit rate 0.56% among 370,000 | AID 743126;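 active = inhibition above mean plus 3 SD of compounds lying within the high and low control bounds, cut at about 19% in these data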;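 also: 0% = median of test compound wells and 100% = no enzyme DMSO wells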
# NPR1 activator – GC-A (human) enzyme activation; P16066; HEK293 GC-A cells, cGMP TR-FRET, EC30 ANP; 0% at EC30 ANP, 100% saturating ANP; activation, % at 10 µM; hit rate 0.14% among 370,000; AID 1671463; in the data active = activation above about 40%
# GAA850 FXN act – frataxin GAA850 promoter activation. HEK293 lucGAA850 FXN promoter luciferase reporter, 24 h; percent of 10 µM SAHA response. activation, % at 6 µM. hit rate 0.56% among 360,000. AID 540364;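 active = activation above the average of all compounds screened plus 3 SD, cutoff fixed separately per campaign, cut at about 7.5% in these data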;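 also: 0% = DMSO wells and 100% = 10 µM SAHA wells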
# rCAG RNA binder – molecules binding r(CAG) RNA repeats; r(CAG) RNA repeat, TO-PRO-1 dye displacement fluorescence; hit rate 1.3% among 370,000; inhibition, % at 3 µM;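 active = inhibition above the plate cutoff, the mean of all test compounds on that plate plus 3 SD, cut at about 35% in these data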;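 also: 0% = DMSO alone and 100% = 100 µM mitoxantrone as full dye displacement; higher means more dye released from RNA so lower well fluorescence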
# ADAM10 inh – ADAM10 inhibition, QFRET primary screen; O14672; recombinant ADAM10, EDANS/DABCYL FRET peptide cleavage, 3 h; inhibition, % at 7 µM; hit rate 0.62% among 370,000; AID 720582;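 active = inhibition above a per-campaign cutoff equal to the mean of compounds falling between control-based bounds plus 3 SD, cut at about 20% in these data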;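 also: 0% = DMSO wells while the 100% control is not disclosed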
# ASAP1 GAP inh – blocks human ASAP1-stimulated Arf1 GTP hydrolysis; inhibition, % at 16.5 µM; hit rate 0.19% among 360,000; GDP FP detection; in the data active = inhibition above about 25%;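 also: 0% = vehicle with enzyme and substrate and 100% = no enzyme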
# GC-B act – GC-B (human) receptor activation. P20594. HEK293-GC-B cells, CNP EC30, cGMP TR-FRET; 0% at EC30 CNP, 100% saturating CNP. activation, % at 10 µM. hit rate 0.11% among 370,000;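 active = activation at 10 µM reaching about 35% in either raw or pattern-adjusted values, limit read from the data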
# ARFGAP1 inh – inhibitors of rat ARFGAP1. Q62848. Arfgap1-stimulated ARF1 GTP hydrolysis, GDP FP detection. inhibition, % at 16.5 µM. hit rate 0.26% among 360,000;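 active = inhibition above a per-plate limit, mean inhibition of low control wells plus 3 SD, cut at about 25% in these data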;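 also: 0% = DMSO wells with enzyme and 100% = wells lacking Arfgap1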
# Target sequence (Q62848 1-136 limits assumed): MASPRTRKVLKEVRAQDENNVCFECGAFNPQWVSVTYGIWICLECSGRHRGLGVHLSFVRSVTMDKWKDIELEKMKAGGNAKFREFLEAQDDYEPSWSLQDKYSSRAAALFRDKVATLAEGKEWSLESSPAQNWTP
#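 Repeats: one replicate per compound; assay system: rat Arfgap1 catalytic domain, aa 1-136; times: enzyme reaction 120 min at 25 °C after 20 min preincubation; detection: FP of antibody-bound GDP Alexa 633 tracer, ex 620/em 688 nm; benchmarks: high control wells lacking Arfgap1, low control full reaction with DMSO; reagent: human ARF1(Δ1-17)-GTP substrate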
# DDE Tn6 FP inh – inhibitors of Tn6 peptide binding to human fibrin DD(E); hit rate 0.21% among 370,000; P02675; Fibrin DD(E) TRITC-Tn6 fluorescence polarization displacement; AID 720509; inhibition, % at 8.3 µM;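 active = inhibition above a per-campaign cutoff: mean of compounds within control limits plus 3 SD, cut at about 15% in these data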;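 also: 0% = median of all compound wells on the plate and 100% = blocking peptide control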
# Target sequence (P02675 whole entry, looked up): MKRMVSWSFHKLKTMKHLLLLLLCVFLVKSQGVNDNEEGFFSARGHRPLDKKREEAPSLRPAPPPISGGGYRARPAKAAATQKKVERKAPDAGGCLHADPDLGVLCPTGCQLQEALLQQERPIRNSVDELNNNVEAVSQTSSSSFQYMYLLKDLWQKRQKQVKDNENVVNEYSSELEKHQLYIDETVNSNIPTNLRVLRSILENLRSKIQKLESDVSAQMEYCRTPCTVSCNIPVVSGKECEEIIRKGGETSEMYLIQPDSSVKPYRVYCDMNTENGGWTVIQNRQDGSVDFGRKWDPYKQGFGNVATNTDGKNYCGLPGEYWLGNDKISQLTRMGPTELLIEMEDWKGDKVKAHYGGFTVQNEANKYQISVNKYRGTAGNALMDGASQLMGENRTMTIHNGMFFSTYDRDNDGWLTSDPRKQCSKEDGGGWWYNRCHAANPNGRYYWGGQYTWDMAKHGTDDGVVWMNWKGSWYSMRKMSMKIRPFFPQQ
# KLK7 zymogen act – proKLK7 (human) activation, primary screen. P49862. activation, % at 7 µM. purified proKLK7, EDANS-DABCYL substrate fluorescence; 100% is mature enzyme control, 0% vehicle. hit rate 0.9% among 370,000;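 active = activation above the mean of all tested compounds plus 3 SD, computed per campaign excluding outliers beyond control limits, cut at about 13% in these data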
# Target sequence (P49862 whole entry, looked up): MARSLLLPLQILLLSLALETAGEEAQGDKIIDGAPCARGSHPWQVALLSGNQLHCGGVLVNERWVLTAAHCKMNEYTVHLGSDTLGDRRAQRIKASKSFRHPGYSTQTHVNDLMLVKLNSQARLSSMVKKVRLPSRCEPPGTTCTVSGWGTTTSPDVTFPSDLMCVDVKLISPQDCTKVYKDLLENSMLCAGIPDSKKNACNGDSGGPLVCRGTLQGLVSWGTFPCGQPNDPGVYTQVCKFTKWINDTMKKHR
# * = called active by the depositor; . = no result given. Not a hit list, and some 4.5% of all compounds hit somewhere here.
canonical_smiles	ADAM10 inh	GAA850 FXN act	NPR1 activator	ARFGAP1 inh	GC-B act	rCAG RNA binder	DDE Tn6 FP inh	sPLA2-III inh	ASAP1 GAP inh	KLK7 zymogen act
CC(C)(C)c1ccc(S(=O)(=O)CCc2ccccn2)cc1	4	0.0	1	-6	2	-4	-4	-1	4	0.3
Cc1ccc(-c2cc(-c3ccccc3)no2)cc1	4	2.6	8	10	-3	7	0	12	-6	-0.2
Cc1ccc(S(=O)(=O)CCc2nnc(NC(=O)c3cnccn3)s2)cc1	0	0.3	-1	-5	4	1	-5	3	0	-0.6
Cc1cc(Br)ccc1OCCCCNCCO	-13	-0.9	2	8	-11	1	0	8	3	-0.4
Cc1ccccc1C1(CCN2CCCCC2)CCOC(C)(C)C1 (stereo not drawn)	-2	0.1	-3	3	3	0	0	3	-14	-0.3
Cc1nn(-c2ccccc2)c(Cl)c1C(=O)NCc1ccccc1F	-3	5.5	1	-3	0	-4	4	2	0	0.5
CCSc1ccccc1C(=O)Nc1nncs1	-5	1.0	1	-8	3	-3	7	0	-8	-0.3
CC(/C=N\NC(=O)CSc1nnc(-c2ccc(Br)cc2)n1-c1ccccc1)=C\c1ccco1	-8	.	-4	.	-10	16	5	-5	.	-1.8
Cc1ccccc1C(=O)Oc1ccc(Cl)cc1C(=S)N1CCOCC1	5	3.7	-9	12	-3	-5	0	4	7	-0.9
COc1ccc2[nH]c(C(=O)O)c(CCC(=O)O)c2c1	-117	2.1	0	12	4	1	4	6	10	2.2
CSCCC(NC(=O)c1ccccc1)C(=O)N1CCN(Cc2ccc(Cl)cc2)CC1 (stereo not drawn)	6	-1.1	-3	12	1	-1	7	8	-5	0.4
CC(=O)N1CCN(c2ccc(NC(=O)c3ccc(Br)o3)cc2Cl)CC1	4	1.7	-1	6	1	1	-1	-3	-1	-0.2
Cc1noc(C)c1C(=O)OCC(=O)NC1CC1	3	1.6	4	4	-1	3	-9	8	1	-0.6
Cc1cc(NC(=O)CSc2nnc(-c3ccc(Cl)s3)o2)no1	2	-2.0	-2	1	2	2	7	-17	5	0.0
CC(=O)c1cccc(Nc2ccc(-c3ccccc3F)nn2)c1	-1	5.3	-2	0	-3	3	-5	2	15	0.0
CCCC1CCC2(CCCN2CCOC(=O)Nc2ccccc2C)CC1 (stereo not drawn)	-4	.	-7	.	1	.	-1	-7	.	.
O=C(Cn1ccc(NC(=O)OCc2ccccc2)nc1=O)NCC1CCCO1 (stereo not drawn)	-2	0.6	-1	-16	6	-2	1	-6	-10	0.0
CC(C)Oc1ccc(C(=O)Nc2nnc(C3=COCCO3)o2)cc1	4	1.1	3	5	2	5	3	-1	12	0.6
CCCNC(=O)c1cccc(Cn2nc(C)c(Br)c2C)c1	6	0.4	-1	-2	4	0	1	5	3	0.2
O=C(N=Nc1c(O)[nH]c2ccccc12)c1ccc(CN2CCOCC2)cc1	0	2.1	1	0	2	1	2	4	-5	-0.1

# 3 entries from above, with each value named:
COc1ccc2[nH]c(C(=O)O)c(CCC(=O)O)c2c1
  ADAM10 inh: -117 | GAA850 FXN act: 2.1 | NPR1 activator: 0 | ARFGAP1 inh: 12 | GC-B act: 4 | rCAG RNA binder: 1 | DDE Tn6 FP inh: 4 | sPLA2-III inh: 6 | ASAP1 GAP inh: 10 | KLK7 zymogen act: 2.2

CSCCC(NC(=O)c1ccccc1)C(=O)N1CCN(Cc2ccc(Cl)cc2)CC1 (stereo not drawn)
  ADAM10 inh: 6 | GAA850 FXN act: -1.1 | NPR1 activator: -3 | ARFGAP1 inh: 12 | GC-B act: 1 | rCAG RNA binder: -1 | DDE Tn6 FP inh: 7 | sPLA2-III inh: 8 | ASAP1 GAP inh: -5 | KLK7 zymogen act: 0.4

CC(=O)N1CCN(c2ccc(NC(=O)c3ccc(Br)o3)cc2Cl)CC1
  ADAM10 inh: 4 | GAA850 FXN act: 1.7 | NPR1 activator: -1 | ARFGAP1 inh: 6 | GC-B act: 1 | rCAG RNA binder: 1 | DDE Tn6 FP inh: -1 | sPLA2-III inh: -3 | ASAP1 GAP inh: -1 | KLK7 zymogen act: -0.2

# New compounds follow:
canonical_smiles	ADAM10 inh	GAA850 FXN act	NPR1 activator	ARFGAP1 inh	GC-B act	rCAG RNA binder	DDE Tn6 FP inh	sPLA2-III inh	ASAP1 GAP inh	KLK7 zymogen act
CN(C)C(CNC(=O)Nc1cccc(Cl)c1)c1cccnc1 (stereo not drawn)	-6	-1.2	-2	6	-2	4	2	-1	5	0.0
O=C(CSCc1ccccc1)NCc1ccc2c(c1)OCO2	9	1.8	0	1	-6	2	9	-2	8	-0.1
Cn1c(=O)[nH]c(=O)c2c1nc(Br)n2CC(O)COc1ccccc1 (stereo not drawn)	1	-0.9	-2	-13	3	6	2	0	-7	-0.3
COc1cc(Cl)ccc1OC1(C)CCN(Cc2cccc(OC)c2OC)C1 (stereo not drawn)	-4	-0.8	-19	0	-16	-3	-9	-8	3	0.3
CCN(CC)c1ccc(NC(=O)CN(C)Cc2cccs2)cc1	-1	2.2	-1	10	-4	-3	-3	6	0	0.4
O=C(NCCc1ccccn1)c1n[nH]c(=O)c2ccccc12	1	3.6	0	-17	1	-4	0	-4	-5	-0.3
COc1ccc(-n2c(=O)n(Cc3ccccc3)c(=O)c3[nH]cnc32)cc1	-3	0.3	1	3	4	0	-1	-5	6	0.2
Cc1ccc(S(=O)(=O)N2CCN(C(=O)c3cc(S(=O)(=O)N(C)C)ccc3N3CCCC3)CC2)c(C)c1	-4	-1.0	3	8	2	1	-4	-12	1	1.6
N#CCCn1cc(/C=N/N=C2\NC(=O)C(CC(=O)O)S2)c(-c2ccc(F)cc2)n1 (stereo not drawn)	1	0.5	-1	4	2	4	3	1	-7	0.0
COc1ccc(CC(=O)Nc2cc(C)on2)cc1OC	-3	1.7	4	0	8	0	-6	4	-1	0.5
CC(=O)N(c1ccccc1C)C1CCCC1	-4	-0.9	4	-6	2	-2	2	3	7	0.6
CCOC(=O)NN=C1CN(S(=O)(=O)c2ccc(C)cc2)C1	-5	-0.8	-2	-4	7	1	5	5	-1	-0.4
O=C(Nc1ccc(N2CCN(C(=O)c3ccccc3F)CC2)cc1)c1ncn[nH]1	1	-1.4	3	1	-2	-2	10	-17	-9	0.5
O=C(NCC(c1cccs1)N1CCOCC1)c1cc([N+](=O)[O-])ccc1Cl (stereo not drawn)	0	2.0	1	0	4	-4	-1	19*	-3	-0.8
O=C(Nc1cccc(Cl)c1)C1CCCCC1	1	-0.5	-4	20	-1	-4	3	-1	1	-0.2
COc1ccc(C(=O)OCC(=O)c2ccc3c(c2)NC(=O)CO3)cc1S(=O)(=O)N1CCOCC1	-20	-0.1	-4	-5	2	4	3	5	4	-0.1
CCOc1ccc2nc(NC(=O)CN3CCN(C)CC3)sc2c1	1	3.9	5	1	-6	-2	-2	4	-13	0.3
ClCC1CN(Cc2ccccc2Cl)CCO1 (stereo not drawn)	-2	2.7	0	-2	1	-8	4	1	-9	0.0
CCc1csc(N2[C@H](CN(CCOC)S(=O)(=O)c3ccccc3[N+](=O)[O-])[C@H](c3ccccc3)[C@@H]2CO)n1	4	.	-6	.	-13	7	1	1	.	0.1
CC1=CC(=NOS(=O)(=O)c2ccc(C)cc2)CC(C)(C)C1	16	.	4	-13	1	2	-10	2	1	0.2
O=C(Cc1ccc(F)cc1)NC1CCS(=O)(=O)C1 (stereo not drawn)	-2	-1.5	3	14	5	-2	2	9	-4	0.5
Cc1cccc(NC(=O)Nc2ccc(C)cc2Br)c1	1	2.5	2	5	-3	1	0	-7	-1	-0.2
CCOCCCNC(=O)c1cc2sc(Cl)cc2n1CC	3	0.8	-23	2	-23	-6	-1	-8	5	-0.1
COC(=O)c1ccc(CN2CCCC(C(=O)Nc3cccc(-n4cccn4)c3)C2)cc1 (stereo not drawn)	-1	-2.9	-7	14	1	-3	-8	-21	-1	0.5
CCC1CCCCN1CCCNC(=O)c1cn(CC(C)C)c(=O)c2cc(OC)c(OC)cc12 (stereo not drawn)	-11	-0.2	-1	-13	-2	-2	5	-6	1	-0.2
CCOC(=O)/C(C(N)=NC(C)C)=C(\O)c1ccccc1	-6	-0.2	-10	-1	-4	-3	5	-2	1	-0.3
O=C(c1ccc2nc(Cc3cccc(Cl)c3)oc2c1)N1CCC[C@H]1CO	-1	2.8	1	-6	3	-2	-3	-18	17	-0.2
CCOc1ccc(S(=O)(=O)N(C)CC(=O)N2CCCC2)cc1	2	1.1	2	-6	0	-2	6	-1	-4	0.4
COC(=O)c1ccc2nc(-c3ccc(C#N)cc3)c(Cc3cccc(F)c3)n2c1	-47	.	24	-8	24	12	0	-13	0	-1.1
CCN(c1ccccc1)S(=O)(=O)c1cccc(C(=O)NCC(c2cccs2)N2CCOCC2)c1 (stereo not drawn)	2	-5.1	0	18	6	-5	-8	0	12	0.4

# Profiles as entered above:
# O=C(Cc1ccc(F)cc1)NC1CCS(=O)(=O)C1 (stereo not drawn) in the list: ADAM10 inh = -2; GAA850 FXN act = -1.5; NPR1 activator = 3; ARFGAP1 inh = 14; GC-B act = 5; rCAG RNA binder = -2; DDE Tn6 FP inh = 2; sPLA2-III inh = 9; ASAP1 GAP inh = -4; KLK7 zymogen act = 0.5
# CCOC(=O)/C(C(N)=NC(C)C)=C(\O)c1ccccc1 in the list: ADAM10 inh = -6; GAA850 FXN act = -0.2; NPR1 activator = -10; ARFGAP1 inh = -1; GC-B act = -4; rCAG RNA binder = -3; DDE Tn6 FP inh = 5; sPLA2-III inh = -2; ASAP1 GAP inh = 1; KLK7 zymogen act = -0.3
# CCOCCCNC(=O)c1cc2sc(Cl)cc2n1CC in the list: ADAM10 inh = 3; GAA850 FXN act = 0.8; NPR1 activator = -23; ARFGAP1 inh = 2; GC-B act = -23; rCAG RNA binder = -6; DDE Tn6 FP inh = -1; sPLA2-III inh = -8; ASAP1 GAP inh = 5; KLK7 zymogen act = -0.1

# Going on with the list.
canonical_smiles	ADAM10 inh	GAA850 FXN act	NPR1 activator	ARFGAP1 inh	GC-B act	rCAG RNA binder	DDE Tn6 FP inh	sPLA2-III inh	ASAP1 GAP inh	KLK7 zymogen act
CCN(CC(=O)Nc1cc(Cl)ccc1C)C(=O)C1CCCCC1	-1	0.0	-4	-10	-2	-3	4	-2	3	-0.5
Cc1ccc([C@H]2C[C@@H](n3cc(C4CC4)nn3)[C@H](O)CN2Cc2cccs2)cc1	-16	-0.8	-6	4	-2	2	1	-6	2	1.1
O=C(COC(=O)c1ccccc1C(=O)c1ccccc1)NCc1ccc(F)cc1	0	-1.7	-5	12	0	-3	0	-12	6	0.1
CCOC(=O)[C@]12CCCC=C1N(CCc1ccc(OC)c(OC)c1)C(=O)[C@H](CC(=O)NCCCCc1ccccc1)C2	-4	.	-1	4	1	5	-4	-6	8	0.3
CCCOc1ccccc1Cn1c(=O)oc2ccccc21	11	2.5	-8	0	-3	-3	-12	0	1	0.0
COc1ccc(S(=O)(=O)N(CC(N)=O)C2CCCCC2)cc1Cl	6	1.7	-6	-16	-9	4	-8	-4	1	0.6
